HT1080NT lethal: qHTS for induction of synthetic lethality in tumor cells producing 2HG: qHTS for the HT-1080-NT fibrosarcoma cell line; HT-1080-NT fibrosarcoma viability, CellTiter-Glo ATP luminescence, 48 h; Potency, µM (doses to about 46.1 µM), for inactives: at the highest dose activity, negative = less viability, most hits filed as cytotoxic; 360,000 compounds, 1.6% hits; AID 686970, 2013;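 further: NT is the 2HG producing partner of a matched IDH1 knockdown line; potency means the concentration at half of the fitted maximal effect; 0% = DMSO-treated cells and -100% = media-only wells without cells; nearly all actives have a fitted effect of over 55% in size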
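HT-1080-NT; 750 cells/well; 5% FBS RPMI; 48 h compound, 37 degrees C; CellTiter-Glo luminescence; curve fitting and curve-class assignment.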
KB-3-1 tox: qHTS assay for MDR1-selective chemotherapeutics: Primary screen using the parental adenocarcinoma cell KB-3-1. KB-3-1 viability, CellTiter-Glo ATP luminescence, 72 h. Potency, µM (titrated, usually from 46.1 µM), without a hit: top-dose activity change, negative = cytotoxic, most hits filed as cytotoxic. 400,000 compounds, 1.4% hits. AID 1347075, 2019; further: potency means the concentration at half of the fitted maximal effect; on the % scale 0 is the no-effect control and ±100 the full control effect; nearly all actives have a fitted effect of over 60% in size
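Parental KB-3-1 viability, qHTS format: 72 h compound exposure, 37 °C; CellTiter-Glo; media-only wells and DMSO plates as controls; concentration-effect fits on corrected data.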
WRN inhibitor: qHTS for Inhibitors of WRN Helicase; Bifunctional 3'-5' exonuclease/ATP-dependent helicase WRN (Homo sapiens), Q14191; WRN helicase unwinding, fluorescent forked duplex, kinetic; Potency, µM (series often up to 114 µM), for inactives: at the top dose activity change, negative = inhibition, actives largely listed as inhibitors; 360,000 compounds, 0.46% hits; further: potency means the concentration at half of the fitted maximal effect; on the % scale 0 is the no-effect control and ±100 the full control effect; nearly all actives have a fitted effect of over 55% in size
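Screening of the MLSMR collection measured strand separation of a quenched forked DNA duplex (100 nM) by 20 nM WRN with 2 mM ATP, all final. Compounds were preincubated with enzyme 15 min at room temperature.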
KB-V1 cytotox: qHTS assay for MDR1-selective chemotherapeutics: Primary screen using the drug-selected MDR subline cells KB-V1. KB-V1 MDR cells viability, CellTiter-Glo, 72 h. Potency, µM (top dose mostly 46.1 µM), for the others: at the top dose activity change, negative = cytotoxicity, usual class: cytotoxic. 400,000 compounds, 3.4% hits. AID 1347076, 2019; further: potency means the concentration at half of the fitted maximal effect; on the % scale 0 is the no-effect control and ±100 the full control effect; nearly all actives have a fitted effect of over 60% in size
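KB-V1 MDR subline cells in DMEM (phenol-red free, 10% FBS) exposed to compounds in qHTS concentration series for 72 h at 37 degrees C. Viability read by CellTiter-Glo luminescence; concentration-effect curves fitted after normalization and correction.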
HT1080 IDH1KD tx: qHTS for induction of synthetic lethality in tumor cells producing 2HG: qHTS for the HT-1080-IDH1KD cell line | 360,000 compounds, 2% hits | AID 686971, 2013 | HT-1080 IDH1 knockdown viability, ATP luminescence, 48 h | Potency, µM (series often up to 46.1 µM), for the others: at the top dose activity, negative = toxicity, actives largely listed as cytotoxic;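 further: potency means the concentration at half of the fitted maximal effect; 0% = DMSO wells and -100% = cell-free medium wells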
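Cytotoxicity counter-line: IDH1KD HT-1080, 48 h, CellTiter-Glo. Curves classed by r2, magnitude and activity.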
IL1B secr inh: qHTS for Inhibitors of Inflammasome Signaling: IL-1-beta AlphaLISA Primary Screen; THP-1 LPS/ATP IL-1B secretion, AlphaLISA, 16 h; active compounds read low; AID 743279, 2014; activity change, % at 57.5 µM; 360,000 compounds, 4.7% hits; in the data active means activity change below about -50%; inconclusive means mostly about -30% to -49%; further: on the % scale 0 is the no-effect control and ±100 the full control effect
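THP-1 cells pretreated 1 hr with compounds (up to 57.5 uM final), then stimulated with LPS (250 ng/mL final) plus ATP (1.25 mM final); secreted IL-1B measured by AlphaLISA after 16 hr, decreased signal indicating inhibition.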
SW480 rerep: A quantitative high throughput screen for small molecules that induce DNA re-replication in SW480 colon adenocarcinoma cells | Potency, µM (highest dose often 46.1 µM), inactives show at the highest dose re-replication activation, actives largely listed as activators | AID 624297, 2012 | 340,000 compounds, 1.8% hits | SW480 DNA re-replication, Hoechst DNA content imaging, 48 h; further: potency means the concentration at half of the fitted maximal effect; % of control where 0% means no effect; nearly all actives have a fitted effect of over 55% in size
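Treated cells incubate 48 hr (37 C, 5% CO2), are stained 40 min with Hoechst, and nuclear fluorescence is enumerated; a rise in nuclei with high DNA signal marks re-replication.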
MCF10A rereplic: A quantitative high throughput screen for small molecules that induce DNA re-replication in MCF 10a normal breast cells | MCF 10A DNA re-replication, Hoechst nuclear intensity, 48 h | Potency, µM (top dose mostly 46.1 µM), for inactives: at the top dose activity, positive = re-replication, most hits filed as activators | 350,000 compounds, 2.9% hits | AID 624296, 2012; further: potency means the concentration at half of the fitted maximal effect; % of control where 0% means no effect; nearly all actives have a fitted effect of over 50% in size
ATXN2 expr inh: Primary qHTS for Inhibitors of ATXN expression; HEK-293 ATXN2-luciferase reporter, luminescence, 24 h; Potency, µM (series often up to 57 µM), inactives show top-dose activity change, negative = inhibition, usual class: inhibitors; 360,000 compounds, 0.72% hits; further: potency means the concentration at half of the fitted maximal effect; on the % scale 0 is the no-effect control and ±100 the full control effect; nearly all actives have a fitted effect of over 55% in size
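qHTS (up to 57 uM final) was run with 24 h compound exposure of reporter cells at 37 °C. Each well was multiplexed: SteadyGlo luminescence measured ATXN2-luciferase expression after a fluorogenic Gly-Phe-AFC viability readout (25 uM final).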
Active calls of the source: *; ? = inconclusive; · = not tested or not shown; & = joins results of further samples; [ ] = another dose, or the depositor's remark. Unless noted, the call rests on the fitted dose curve; in most records, active means well fitted curve in the direction sought with a large enough effect; inconclusive means small, poorly fitted or top-dose-only effect, or another doubt; inactive means no such curve, though single readings can be large; an effect the other way counts as inactive or inconclusive.

SMILES	HT1080NT lethal	KB-3-1 tox	WRN inhibitor	KB-V1 cytotox	HT1080 IDH1KD tx	IL1B secr inh	SW480 rerep	MCF10A rereplic	ATXN2 expr inh
Cc1cc(C)c(S(=O)(=O)c2cccc(Cl)c2)c(=O)[nH]1	26%	6%	8%	-11%	19%	7	0%	-2%	13%
Cn1c(-c2ccc(F)cc2)cnc1NCc1cc2c(cc1[N+](=O)[O-])OCO2	-3%	-4%	-30%	-29%	-7%	-64*	-5%	16%	-13%
CCCOc1cc(C)c(S(=O)(=O)N2CCN(C)CC2)cc1C	-10%	-23%	13%	0%	-12%	5	-2%	18%	-14%
COc1ccc(C)cc1NC(=O)COC(=O)c1ccc(OCc2ccc(Cl)cc2Cl)c(OC)c1	3%	8%	-2%	-6%	6%	0	4%	-4%	2%
Cc1nonc1C1CCCN1Cc1cn[nH]c1-c1ccc(-c2ccccc2)cc1 (stereo unspecified)	1%	-2%	-9%	-1%	-12%	-14	11%	?	·
CCc1nnc(NC(=O)CCNC(=O)c2ccco2)s1	-2%	-5%	6%	-14%	3%	-4	-24%	4%	-4%
O=S(=O)(Nc1cccc2c1CCCC2)c1ccc(Cl)cc1	0%	?	-15%	?	-9%	?	-77%[inhibitor]	16µM*	-10%
COc1ccc(CC(NC(C)=O)C(=O)NC2CCN(C(=O)C3CCCCC3)CC2)c(OC)c1 (stereo unspecified)	13%	0%	6%	0%	8%	-10	-20%	-7%	4%
COc1cccc(NC(=O)c2cccc(C(=O)Nc3cccc(OC)c3)c2)c1	?	0%	-14%	16%	?	6	-6%[9.22 µM]	?	9%
COc1cc(C(=O)Nc2ccc(C(N)=O)cc2)c([N+](=O)[O-])cc1OC	17%	20%	1%	?	22%	2	-4%	4%	4%
COc1ccc(OC)c(NC(=O)c2oc3ccccc3c2NC(=O)C2CC2)c1	-1%	1%	-6%	?	0%	15	-4%	19%	2%
Cc1cc(C(=O)CSc2cccc[n+]2[O-])c(C)n1-c1ccccc1	-7%	-3%	-2%	?	-15%	12	0%	-3%	-9%
CC1(C)SC(=S)N(/N=C/c2ccc(O)cc2)C1N(O)C(=O)Nc1ccc([N+](=O)[O-])cc1 (stereo unspecified)	?	?	-7%	-3%	?	-6	5%	17%	-31%
CC1(C)CC(=O)C2=C(C1)OC1=C(C(=O)CC(C)(C)C1)C2c1ccc(O)cc1O	5.6µM*	0%	?	0%	5µM*	-104*	3.2µM*	?	-32%
O=S(=O)(c1ccccc1)c1nc(Cc2ccccc2)oc1N1CCOCC1	1%	-1%	-21%	-2%	-1%	23	?	-6%	-4%
CCOc1cc(/C=C2/C(=N)N3C(=NC2=O)SN=C3S(C)(=O)=O)ccc1OS(=O)(=O)c1ccccc1	0%	0%	-27%	-8%	-2%	-5	-5%	?	·
COc1ccc(NC(=S)Nn2cnnc2)c(OC)c1	5%	22%	-16%	0%	17%	14	-2%	15%	6%
CC(=O)Nc1cccc(NC(=O)C(C)N2c3cccc4cccc(c34)S2(=O)=O)c1 (stereo unspecified)	-12%	-10%	-11%	?	-10%	2	-8%	1%	-4%
c1ccc(C2c3[nH]c4ccccc4c3CCN2Cc2cccn2-c2ccccn2)nc1 (stereo unspecified)	-5%	-4%	-6%	0%	-6%	1	?	20%	-32%
O=C(COC(=O)c1ccc(S(=O)(=O)NCc2ccco2)cc1)NC1CCCCCC1	-11%	2%	-22%	-14%	4%	-2	1%	-2%	-7%
Cc1ccc(NC(=S)/C(=C(\[O-])c2ccc(Cl)s2)[n+]2cccc(CO)c2)cc1C	-22%	19%	-4%	?	-10%	-12	-3%	7%	2%
O=C(O)CN1CCN(CC(=O)O)CCN(CC(=O)O)CCN(CC(=O)O)CC1	29%	0%	-6%	-1%	16%	0	-7%	-4%	1%
N#Cc1ccccc1CSc1nc2ncc(Br)cc2[nH]1	-2%	0%&8%	0%	6%&-9%	5%	3	-1%	16%	2%&6%
O=C(COC(=O)c1cccs1)Nc1cccc(Cl)c1	11%	11%	4%	0%	9%	5	-17%	3%	-10%
O=[N+]([O-])C(/C=C(\Cl)[N+](=O)[O-])=C1N(Cc2ccc(Cl)nc2)CCN1Cc1ccc(Cl)nc1	?	-8%	-25%	13%	?	-8	3%	3%	-12%
O=S(=O)(NCCc1csc(-c2cccnc2)n1)c1ccc2c(c1)OCCO2	0%	-15%	-8%	3%	0%	-1	-7%	-1%	-28%
O=C(CO/N=C\c1ccccc1)Nc1ccccc1C(=O)N1CCOCC1	7%	-2%	1%	-4%	-2%	3	-1%	-6%	0%
Cc1cc(C(=O)N2CCCc3ccccc32)ccc1[N+](=O)[O-]	11%	-3%	1%	?	2%	-10	10%	6%	-7%
CCOC(=O)C1CCN(C(=O)c2cc3c(=O)n4ccccc4nc3n2C)CC1	-9%	-13%	-1%	-17%	14%	6	?	0%	-8%
O=C(c1cc(=O)c2ccccc2o1)N1CCN(c2ccccc2)CC1	12%	24%	3%	-2%	23%	4	-7%	-2%	11%
COc1ccc(-n2c(SCC(=O)N/N=C(\C)c3cccnc3)nc3ccccc3c2=O)cc1	4%	9%	-6%	5%	-1%	19	-6%	-3%	-13%
COc1ccc(/C=N/NC(=O)c2cc(C)oc2C)cc1OCc1ccccc1	-3%	?	-2%	?	-17%	-24	0%	14%	-23%
O=C(Nc1cccc(Cl)c1Cl)C1CCN(c2ncccn2)CC1	-23%	1%	9%	-27%	-14%	-9	-16%	0%	-3%
COc1ccc(C(=O)C2CCCN(Cc3nc4ccccc4nc3C)C2)cc1OC (stereo unspecified)	-3%	-10%	-3%	4%	-19%	-15	1%	0%	-13%
Cc1ccc(N(CC(=O)NCc2ccc3c(c2)OCO3)S(=O)(=O)c2c(C)noc2C)cc1	-3%	-5%	5%	-6%	-1%	-12	-1%	?	-6%
O=C(Nc1cc(Br)c(O)c(Br)c1)c1cccc(NC(=O)c2ccco2)c1	-1%	3%	-17%	0%	1%	2	-27%	0.73µM*	12%
O=[N+]([O-])c1ccc(COc2ccc(CN3CCCCC3)cc2)cc1	0%	-12%	-5%	-1%	-3%	-2	?	15%	13%
CCS(=O)(=O)c1ncc(CO)n1CCc1ccccc1	1%	0%	-3%	-3%	10%	10	1%	-2%	-7%
CCCc1nnc(NC(=O)CNc2ccc(F)cc2)s1	-3%	25%	-6%	3%	-14%	-6	4%	2%	1%
CC(CO)NS(=O)(=O)c1ccc(Br)cc1F (stereo unspecified)	0%	0%	-4%	13%	1%	4	?	6%	5%
O=C(CBr)Nc1c2c(nn1-c1ccccc1)CSC2	18%	-5%	-2%	-6%	14%	0	-5%	-7%	12%
Cc1ccc2c(CC(=O)N3CCN(c4ccccc4)CC3)coc2c1	4%	14%	-6%	-25%	-22%	-10	2%	4%	?
COCCN(C(=O)COC(=O)COc1ccc2ccccc2c1)c1c(N)n(Cc2ccccc2)c(=O)[nH]c1=O	4%	-6%	3%	-1%	6%	6	-10%	-7%	-6%
O=S(=O)(c1ccccc1F)N1CCN(Cc2cc3c(cc2Br)OCCO3)CC1	7%	-27%	2%	21µM*	2%	21	-6%	?	-16%
CC(C)c1nnc(NC(=O)c2cccnc2)s1	10%	4%	-4%	?	5%	4	-6%	1%	24%
COc1cc2cc(C(=O)N3CCc4ccccc4C3)[nH]c2cc1OC	7%	29%	-3%	4%	20%	8	9%	4%	-1%
CCOC(=O)N1CCN(C(=S)NC(=O)c2cncc(Br)c2)CC1	-1%	9%	-1%	7%	0%	42	-6%	1%	14%
OCC1(Cc2ccccc2Cl)CCN(C/C=C/c2ccccc2)CC1	-10%	-6%	-5%	-16%	-16%	0	?	29%	·
N#Cc1nc(-c2ccc(OCc3ccc(Cl)cc3)cc2)oc1N1CCC(C(N)=O)CC1	-1%	-8%&30%	-16%	?	-3%	-8	-5%	?	4%
c1ccc(CNc2nc(CN3CCOCC3)nc3scc(-c4ccccc4)c23)cc1	0%	9%	0%	-16%	-3%	16	-13%	-8%	-10%

Six entries from above, with bars between the fields:
smiles | HT1080NT lethal | KB-3-1 tox | WRN inhibitor | KB-V1 cytotox | HT1080 IDH1KD tx | IL1B secr inh | SW480 rerep | MCF10A rereplic | ATXN2 expr inh
CC(CO)NS(=O)(=O)c1ccc(Br)cc1F (stereo unspecified) | 0% | 0% | -4% | 13% | 1% | 4 | ? | 6% | 5%
O=C(CBr)Nc1c2c(nn1-c1ccccc1)CSC2 | 18% | -5% | -2% | -6% | 14% | 0 | -5% | -7% | 12%
Cc1ccc2c(CC(=O)N3CCN(c4ccccc4)CC3)coc2c1 | 4% | 14% | -6% | -25% | -22% | -10 | 2% | 4% | ?
COCCN(C(=O)COC(=O)COc1ccc2ccccc2c1)c1c(N)n(Cc2ccccc2)c(=O)[nH]c1=O | 4% | -6% | 3% | -1% | 6% | 6 | -10% | -7% | -6%
O=S(=O)(c1ccccc1F)N1CCN(Cc2cc3c(cc2Br)OCCO3)CC1 | 7% | -27% | 2% | 21µM* | 2% | 21 | -6% | ? | -16%
CC(C)c1nnc(NC(=O)c2cccnc2)s1 | 10% | 4% | -4% | ? | 5% | 4 | -6% | 1% | 24%

Screens (PubChem BioAssay)
